# TDP2 absorb – TDP2 (human) inhibition, absorbance primary screen | O95551 | recombinant TDP2, T5PNP hydrolysis, p-nitrophenol absorbance 415 nm | inhibition, % at 12.8 µM | actives 0.34% (n = 370,000) | AID 720702;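 active = inhibition above the mean of all tested compounds plus 3 SD, set per campaign, cut at about 25% in these data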;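 also: 0% = DMSO with enzyme and 100% = buffer with substrate but no TDP2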
#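 System – recombinant human TDP2 · Amount – 120 nM TDP2 per well · Buffer or medium – Mg2+-containing Tris-HCl buffer, pH 7.5 · Reagent – T5PNP substrate, 5 mM · Dosing – 12.8 µM single point, 1% DMSO · Incubation – 2 h at 37 °C · Measured by – epi absorbance · Read-out basis – percent inhibition · Benchmarks – high control without enzyme, low control DMSO plus TDP2 · Repeats – singlicate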
# PRMT1 inh – blocks human protein arginine methyltransferase 1; Q99873; recombinant PRMT1, activity-based probe fluorescence polarization; inhibition, % at 2.79 µM; actives 1.3% (n = 370,000); AID 652257;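 active = inhibition above about 21% made by adding two undisclosed values, limit read from the data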
# LEDGF integ inh – blocks HIV-1 LEDGF/p75-dependent DNA integration; inhibition, % at 3.7 µM; TR-FRET IN-LEDGF/p75 DNA integration, Eu/Cy5; AID 743269; actives 0.64% (n = 370,000);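 active = inhibition above the screen-wide mean plus 3 SD, cut at about 13% in these data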;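 also: signal is the Cy5 over europium emission ratio at 671 and 618 nm; 0% = plate median of compound wells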
# KLK7 zymogen act – activates the human kallikrein-7 zymogen | P49862 | purified proKLK7, EDANS-DABCYL substrate fluorescence; 100% is mature enzyme control, 0% vehicle | activation, % at 7 µM | actives 0.9% (n = 370,000) | AID 652039;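 active = activation above the mean of all tested compounds plus 3 SD, computed per campaign excluding outliers beyond control limits, cut at about 13% in these data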
# DDE Tn6 FP inh – disrupts Tn6 cyclic peptide binding to fibrin D-Dimer-E complex. actives 0.21% (n = 370,000). inhibition, % at 8.3 µM. P02675. Fibrin DD(E) TRITC-Tn6 fluorescence polarization displacement. AID 720509;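 active = inhibition above a per-campaign cutoff: mean of compounds within control limits plus 3 SD, cut at about 15% in these data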;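 also: 0% = median of all compound wells on the plate and 100% = blocking peptide control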
# Target sequence (P02675 whole entry, looked up): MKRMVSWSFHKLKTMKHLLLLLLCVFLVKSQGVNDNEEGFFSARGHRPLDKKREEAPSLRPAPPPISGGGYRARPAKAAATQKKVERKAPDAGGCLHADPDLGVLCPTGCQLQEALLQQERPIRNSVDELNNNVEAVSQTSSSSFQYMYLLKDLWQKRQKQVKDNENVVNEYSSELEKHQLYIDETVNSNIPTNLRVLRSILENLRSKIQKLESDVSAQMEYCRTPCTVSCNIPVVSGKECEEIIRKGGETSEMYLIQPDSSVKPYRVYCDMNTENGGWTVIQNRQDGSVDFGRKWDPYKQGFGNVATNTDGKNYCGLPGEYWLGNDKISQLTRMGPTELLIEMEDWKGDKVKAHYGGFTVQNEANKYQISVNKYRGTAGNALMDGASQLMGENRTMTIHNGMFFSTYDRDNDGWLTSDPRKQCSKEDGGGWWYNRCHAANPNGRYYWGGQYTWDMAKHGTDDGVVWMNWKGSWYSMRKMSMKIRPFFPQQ
# MBD2 inh – MBD2-methylated oligo binding inhibition; actives 0.31% (n = 370,000); TR-FRET, MBD2 binding to methylated oligonucleotide; AID 686964; inhibition, % at 4.4 µM; Q9UBB5; in the data active = inhibition above about 13%
# SIAE inh – human SIAE inhibition, primary screen; actives 0.69% (n = 370,000); SIAE FP-Rh probe binding, fluorescence polarization; Q9HAT2; inhibition, % at 9.66 µM;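 active = inhibition above a cutoff: mean of compounds within the control limits plus 3 SD of those, cut at about 17% in these data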;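 also: 0% = plate median of compound wells and 100% = probe without SIAE protein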
# Target sequence (Q9HAT2 whole entry, looked up): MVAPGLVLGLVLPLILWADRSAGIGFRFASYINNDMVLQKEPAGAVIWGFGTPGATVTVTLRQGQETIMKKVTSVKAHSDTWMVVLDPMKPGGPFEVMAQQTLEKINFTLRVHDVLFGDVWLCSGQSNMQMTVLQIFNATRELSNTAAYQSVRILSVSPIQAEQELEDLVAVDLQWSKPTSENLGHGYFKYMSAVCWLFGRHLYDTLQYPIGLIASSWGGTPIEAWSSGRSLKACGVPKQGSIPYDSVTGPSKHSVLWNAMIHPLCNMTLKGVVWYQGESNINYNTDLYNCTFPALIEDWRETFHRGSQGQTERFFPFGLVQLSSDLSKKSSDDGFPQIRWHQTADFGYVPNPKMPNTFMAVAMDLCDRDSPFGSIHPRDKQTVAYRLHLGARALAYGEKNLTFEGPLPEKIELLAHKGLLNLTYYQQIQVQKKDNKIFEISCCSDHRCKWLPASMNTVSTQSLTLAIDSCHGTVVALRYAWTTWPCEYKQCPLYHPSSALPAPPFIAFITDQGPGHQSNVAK
# Tn7 DDE FP – DD(E)-Tn7 binding inhibition, primary FP screen. FP displacement of FITC-Tn7 peptide from fibrin DD(E); 0% = median of compound wells per plate. actives 0.13% (n = 370,000). P02675. inhibition, % at 8.3 µM;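 active = inhibition above the mean of compounds falling within the control limits plus 3 SD of them, cut at about 14% in these data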;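 also: 0% = plate median of compound wells and 100% = 10 µM Aha-Tn7 peptide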
#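 Measure: % inhibition scaled between sample-field median and high-control FP; Test system: human fibrin DD(E); Quantity: 2 µM final DD(E) protein; Doses: one dose, 8.3 µM nominal; Schedule: compound with protein 10 min, then 3 h after probe, room temperature; Detection: fluorescence polarization; Medium: Tris buffer with calcium and detergent, pH 7.8.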
# TCR-CD3 inh – human TCR-CD3 binding inhibition | inhibition, % at 9.4 µM | TAMRA-labeled TCR probe fluorescence, biochemical | actives 0.37% (n = 360,000); in the data active = inhibition above about 19%;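 also: recombinant mutant TCR 2C K166C tagged with TAMRA read by polarization; 0% = receptor in buffer alone and 100% = receptor with positive control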
# UHRF1 binding – blocks human UHRF1 binding to methylated DNA; AID 687016; UHRF1 binding to methylated oligo, TR-FRET; actives 0.75% (n = 370,000); Q96T88; inhibition, % at 4.4 µM; in the data active = inhibition above about 21%;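 also: UHRF1 SRA domain binding a hemimethylated CpG hairpin DNA probe; 0% = median of test compound wells and 100% = reference inhibitor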
# * = called active by the depositor.
TDP2 absorb,PRMT1 inh,LEDGF integ inh,KLK7 zymogen act,DDE Tn6 FP inh,MBD2 inh,SIAE inh,Tn7 DDE FP,TCR-CD3 inh,UHRF1 binding,compound
7,-1,2,0.1,-3,-6,4,-2,5,3,CC1(C)C(=O)OC(c2cccn2-c2ccc([N+](=O)[O-])cc2)C(C)(C)C1=O (stereo unspecified)
-2,-5,0,-0.6,-1,3,-2,-6,1,-3,COC(=O)C1CCN(C(=O)CN(C)Cc2ccc(C(C)(C)C)cc2)CC1
4,-2,4,0.5,-3,0,6,-1,3,2,Oc1c(C=Nc2ccccc2)sc(=S)n1Cc1ccccc1
6,-5,-2,-0.6,-2,4,-1,5,1,-1,COc1ccc(C(=O)NCC(=O)Nc2ccc(F)cc2)cc1OC
-11,0,1,0.0,-7,-2,-4,-2,7,0,Cc1n[nH]c(C)c1C(=O)CC1(O)C(=O)N(Cc2ccccc2)c2ccc(Br)cc21 (stereo unspecified)
11,1,3,-0.8,1,-2,11,-4,-5,-2,CC1(C)CC(=O)c2cc(C(=O)NCc3ccco3)c(=O)n(-c3ccccc3)c2C1
-1,2,-3,0.4,3,-2,0,4,16,0,COc1ccccc1CN1CCNC(=O)C1CC(=O)NCc1cn(C)nc1C (stereo unspecified)
8,4,-1,-0.2,-7,2,40*,1,2,-1,CN(c1ccc(OCC(=O)OCC(=O)Nc2ccc([N+](=O)[O-])cc2)cc1)S(=O)(=O)c1cccs1
2,2,-1,0.4,7,2,-2,-1,7,1,CCCNC(=O)C1=C(C)C(=O)OC12CCC(C)CC2 (stereo unspecified)
-6,4,-1,1.1,-2,3,-1,7,-8,4,CC1CCc2nc(/C(C#N)=C/c3cccnc3)sc2C1 (stereo unspecified)
1,0,1,0.3,-2,2,-1,-4,7,-2,O=S(=O)(c1ccc(F)c(F)c1F)N1CCN(c2ncnc3sccc23)CC1
-11,-1,-4,0.5,-5,2,-9,12,-1,0,Cn1cccc1C(=O)N/N=C/c1c(Cl)cccc1Cl
-5,8,-9,0.2,10,3,0,7,-4,0,CC(C)(C)OC(=O)NCC1CCN(S(=O)(=O)Cc2ccccc2)CC1
5,-3,0,-0.4,-2,-1,2,-3,6,-1,COc1ccccc1C(=O)C(O)c1ccccc1OC (stereo unspecified)
8,-2,1,0.2,-5,-3,1,-4,-1,-4,CC1CCCCN1CC(=O)Nc1ccc(Oc2ccccc2)cc1 (stereo unspecified)
-6,-4,-1,0.1,1,-4,15,3,4,0,Cc1ccc(N(C(=O)Nc2ccccc2)C2=NCC(C)S2)cc1 (stereo unspecified)
12,0,3,1.0,-4,0,-4,2,1,-3,COc1cccc(CNS(=O)(=O)c2c(C(=O)N3CCCCC3)c(C)n(C)c2C)c1
0,-2,0,-0.4,2,-1,0,-6,3,7,C#CCNC(=O)C1=C[C@H](C2CC2)C[C@H](OCCCCO)O1
-2,-1,-2,-0.2,0,1,-8,0,5,1,O=C(CCCSc1nc2ccccc2s1)NCc1ccco1
1,0,3,0.1,-1,1,-2,-6,-3,0,Cc1ccccc1COc1ccc(-c2nnn(CC(=O)O)n2)cc1
5,-1,1,0.1,0,2,-2,-1,-1,-1,O=C(NCCc1ccc(Cl)cc1)C1CCCN(c2ncnc3c2nc2n3CCCCC2)C1 (stereo unspecified)
-5,2,1,0.3,5,5,8,0,-4,-1,CN(C(=O)c1ccc(NC(=O)c2ccco2)cc1)c1ccccc1
-8,-3,2,-0.5,5,2,3,4,2,-1,CC(=O)NNC(=O)c1[nH]c2ccc(Cl)cc2c1-c1ccccc1
1,6,0,-0.5,-1,4,1,1,-4,1,NS(=O)(=O)c1cc2c(cc1Cl)NC(c1ccccc1OCC(=O)O)NS2(=O)=O (stereo unspecified)
-8,3,1,-1.0,3,-1,-3,-2,-1,-1,COc1ccccc1CNC(=O)c1ccc(NS(=O)(=O)c2cccs2)cc1
11,1,1,0.4,11,0,-2,-3,3,-3,Cc1ccnc(NC(=O)c2ccc(C(=O)c3ccccc3)cc2)c1
2,3,-2,0.0,3,1,3,-1,-14,4,COc1ccc(N2CCCn3c2nc2c3c(=O)n(Cc3ccc(C)cc3)c(=O)n2C)c(OC)c1
23,4,2,-0.3,-2,4,2,7,-3,2,CC1CC(C)(C)N(C(=O)CN2CCN(C)CC2)c2ccccc21 (stereo unspecified)
-12,4,-4,-0.2,-6,3,3,6,-2,4,Fc1cccc(NC(=S)NCCN2CCOCC2)c1
5,4,10,0.2,-3,-3,1,8,2,-2,O=C(COC(=O)CCCSc1nc2ccccc2[nH]1)NC(=O)NC1CCCC1
-10,0,-4,-0.4,-4,-1,-5,0,-3,1,C[C@H](NC(=O)c1[nH]cnc1C(=O)Nc1ccc(Cl)cc1)c1ccccc1
-3,5,-6,0.1,-3,2,2,2,-5,1,Cc1ccccc1C(=O)Nc1ccc(N2CCCC2)cc1
6,3,2,-0.2,-3,-6,1,2,2,2,Cc1ccccc1NC(=S)N(CCN(C)C)C(C)c1cccnc1 (stereo unspecified)
7,1,-2,-0.2,-1,2,2,4,4,-3,O=C(/C=C/NCC(=O)c1ccccc1)c1ccc(Br)cc1
3,3,-2,-27,2,-1,1,0,4,2,Cc1c(OC(C)C(=O)NCCN2CCOCC2)ccc2c3c(c(=O)oc12)CCC3 (stereo unspecified)
0,0,0,-0.2,9,-2,-8,7,-4,1,Cc1ccc(NC(=O)Cn2nnc(C(=O)NCc3ccco3)c2N)c(C)c1
2,0,-3,0.1,2,1,-11,-5,-2,1,O=C(NNC(=O)c1cccc(S(=O)(=O)N2CCN(c3ccccc3)CC2)c1)c1ccc(Cl)cc1
-6,-1,6,-0.2,-4,2,0,4,-5,-2,O=C(CSc1nnnn1-c1cccc2ccccc12)NC(C(=O)O)(c1ccccc1)c1ccccc1
5,5,0,0.4,1,1,-5,-4,17,3,Cn1c(SCC(=O)Nc2ccc3nc(SCC(=O)N4CCCC4)sc3c2)nnc1-c1ccccc1
13,-1,3,-0.2,4,2,5,-7,2,-3,CN(CCc1ccccn1)S(=O)(=O)c1ccc(F)cc1
4,7,2,0.3,6,5,-1,4,-1,6,COc1ccc([C@H]2[C@H](C(C)=O)N3N=Cc4ccccc4C3C23C(=O)OC(C)(C)OC3=O)cc1 (stereo partly specified)
-3,-4,4,-0.6,1,1,6,3,6,-1,COc1ccc2nc(C)cc(N3CC(C)OC(C)C3)c2c1 (stereo unspecified)
11,-1,3,-0.3,6,0,-5,0,6,-3,COc1cccc(C2CC(c3cccs3)=NN2C(=O)c2ccco2)c1O (stereo unspecified)
8,17,-4,-0.5,-4,8,4,0,-1,0,COc1ccc(CN2CCc3ccccc3C2)c(OC)c1
4,3,-7,0.4,3,1,-1,0,-1,0,O=C(c1cnn2ccccc12)N(Cc1ccco1)C1CCCC1

# Copied from the list:
# O=C(/C=C/NCC(=O)c1ccccc1)c1ccc(Br)cc1 – MBD2 inh = 2
# Cc1ccccc1NC(=S)N(CCN(C)C)C(C)c1cccnc1 (stereo unspecified) – TDP2 absorb = 6

# The results go on.
TDP2 absorb,PRMT1 inh,LEDGF integ inh,KLK7 zymogen act,DDE Tn6 FP inh,MBD2 inh,SIAE inh,Tn7 DDE FP,TCR-CD3 inh,UHRF1 binding,compound
-18,7,-7,-0.3,5,2,-4,-1,-8,1,COc1cccc(-c2noc(CCC(=O)NCCc3ccccc3)n2)c1
15,-1,-2,0.6,-5,-3,-8,2,-3,0,CC(c1ccc(O)cc1)(c1ccc(O)cc1)c1ccc(CCBr)cc1
-6,4,-3,-0.4,-4,0,2,9,-4,3,O=C(NCCc1ccccc1)C1CCC(CNS(=O)(=O)c2ccc(F)cc2)CC1 (stereo unspecified)
-16,3,1,-0.8,-6,-1,-7,1,-5,5,O=C(NC(C(=O)c1ccccc1)N1CCOCC1)c1cccs1 (stereo unspecified)
3,0,0,0.5,3,1,6,0,4,-3,COc1ccc(OC)c(C2=Nn3c(nnc3C3CCCCC3)SC2)c1
-5,1,-3,-1.0,8,6,-8,0,-2,14,CCOC(=O)CSc1nc2cc(OCC)ccc2cc1C#N
-4,0,-4,0.6,-4,-1,-9,-5,-6,2,O=C(CN1CCc2ccccc2C1)Nc1ccc(Br)cc1
2,-3,-8,-0.7,-3,-3,0,-3,-3,0,O=C(NC1CCC(CC2CCC(NC(=O)C(Cl)Cl)CC2)CC1)C(Cl)Cl (stereo unspecified)
-9,10,0,-121,10,-4,-9,0,1,-1,Nc1nnc(CC(=O)N/N=C/c2ccc(-c3ccc(Cl)cc3Cl)o2)s1
6,0,-1,-0.2,-6,-3,9,8,-1,-2,CC(C)Cn1c2c(c(O)c(C(=O)Nc3nc4ccccc4s3)c1=O)CCCC2
14,-3,-1,-0.2,3,-1,2,7,1,-1,Cc1ccc(NC(=O)CN(C)S(=O)(=O)c2cccc3cccnc23)cc1F
23,-3,3,0.1,10,-2,2,-3,1,1,CN(C(=O)c1ccc(S(=O)(=O)N2CCCC2)cc1)C1CCS(=O)(=O)C1 (stereo unspecified)
3,1,0,0.2,3,3,5,-3,10,-2,CCCC(c1nnnn1CS(=O)(=O)c1ccc(C)cc1)N1CCN(c2ccc(F)cc2)CC1 (stereo unspecified)
-1,-1,3,0.2,5,0,0,2,-3,2,Cc1ccc(C(C(=O)NC(C)(C)C)N(C(=O)CCC(=O)Nc2ccccn2)c2ccccc2F)cc1 (stereo unspecified)
-8,1,-6,-0.4,0,7,-2,6,-7,4,Cc1cccc(CC(=O)Nc2cccnc2)c1
-12,-8,4,-0.1,-5,-3,-12,5,-1,0,COc1ccc(C(=O)NC2CC(C)(C)Cc3c2cnn3-c2ccccc2C)c(OC)c1OC (stereo unspecified)
0,0,2,-0.7,4,4,-27,-2,2,0,COc1ccccc1NC(=O)Nc1nnc(CC(=O)Nc2ccccc2C)s1
6,-1,0,0.4,4,-2,-1,6,7,1,CC(=O)c1cccc(NC(=O)CCCN(C)S(=O)(=O)c2ccc(F)cc2)c1
11,-2,0,0.1,4,-2,14,-2,-4,-1,CCOC(=O)N1CCN(S(=O)(=O)c2ccc(C(=O)N(CCN(CC)CC)c3nc4c(C)cccc4s3)cc2)CC1
-3,12,0,0.3,3,1,4,5,5,-1,S=c1[nH]nc(-c2cccs2)n1/N=C/c1cccs1
-6,-2,9,-0.2,-1,1,6,-2,3,-1,CCOc1ccc(S(=O)(=O)N2CCN(C(=O)c3ccco3)CC2)cc1
2,0,-2,-0.7,-9,5,1,-8,-2,1,COC(=O)c1sccc1NC(=O)c1ccc(OC)c(OC)c1

# Results in LEDGF integ inh, DDE Tn6 FP inh and TDP2 absorb (2 entries from above):
canonical_smiles | LEDGF integ inh | DDE Tn6 FP inh | TDP2 absorb
CCOC(=O)N1CCN(S(=O)(=O)c2ccc(C(=O)N(CCN(CC)CC)c3nc4c(C)cccc4s3)cc2)CC1 | 0 | 4 | 11
COC(=O)c1sccc1NC(=O)c1ccc(OC)c(OC)c1 | -2 | -9 | 2

# Screening data deposited in PubChem by The Scripps Research Institute Molecular Screening Center.
